phage Ecoli inh = growth loss of phage-infected E. coli, primary screen, RecBCD inhibitor project, absorbance, with phage, HTS; inhibition, % at 11.9 µM; actives 0.26% (n = 360,000); AID 651602, 2012; in the data active = inhibition above about 11%
Arr AP2 block = inhibitors of beta-arrestin/AP2 binding, primary screen, biochemical, GPCR trafficking, flow cytometry. actives 0.31% (n = 340,000). beta-arrestin 1 C-terminal peptide binding to AP2 beta2-adaptin appendage (human). AID 504490, 2011. FITC-arrestin peptide / GST-AP2 beads; AP2 beta2 appendage carries R879A mutation. inhibition, % at 10 µM;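 active = inhibition above a set limit, near 3 SD of compounds lacking own fluorescence, cut at about 54% in these data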;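 note: plate controls were DMSO wells for no effect and 5 µM unlabelled arrestin peptide for full effect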
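System: GST-AP2 R879A glutathione beads | Also added: FITC-arrestin peptide, 50 nM | Times: 12 min plus 1 h, RT | Signal: Bead flow cytometry, FITC channel | Buffer or medium: PBS with 0.05% Tween 20 and 0.1% BSA | Read-out basis: Percent drop in bead-associated FITC signal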
OPRM1-OPRD1 ag = agonists of OPRM1-OPRD1 heterodimerization, primary screen, cell-based, luminescence; Mu-type opioid receptor (Homo sapiens) + Delta-type opioid receptor (Homo sapiens), …; cells; activation, % at 9.3 µM; actives 0.3% (n = 340,000); AID 504326, 2011; in the data active = activation above about 18%;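 note: 0% = vehicle-treated cells and 100% = reference agonist; values of inactives mirror those of a sister screen read the other way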
Target sequence (P35372 whole entry, looked up): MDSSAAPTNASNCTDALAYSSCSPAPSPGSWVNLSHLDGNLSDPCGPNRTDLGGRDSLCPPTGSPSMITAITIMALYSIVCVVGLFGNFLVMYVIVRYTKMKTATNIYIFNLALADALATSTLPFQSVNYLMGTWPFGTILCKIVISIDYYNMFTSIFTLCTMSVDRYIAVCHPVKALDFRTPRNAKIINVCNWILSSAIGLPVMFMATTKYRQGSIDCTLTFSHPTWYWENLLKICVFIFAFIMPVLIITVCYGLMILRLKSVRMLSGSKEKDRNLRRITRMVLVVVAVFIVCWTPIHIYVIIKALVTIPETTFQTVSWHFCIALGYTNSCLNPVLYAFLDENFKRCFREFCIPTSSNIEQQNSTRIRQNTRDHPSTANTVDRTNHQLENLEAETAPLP
Target sequence (P41143 whole entry, looked up): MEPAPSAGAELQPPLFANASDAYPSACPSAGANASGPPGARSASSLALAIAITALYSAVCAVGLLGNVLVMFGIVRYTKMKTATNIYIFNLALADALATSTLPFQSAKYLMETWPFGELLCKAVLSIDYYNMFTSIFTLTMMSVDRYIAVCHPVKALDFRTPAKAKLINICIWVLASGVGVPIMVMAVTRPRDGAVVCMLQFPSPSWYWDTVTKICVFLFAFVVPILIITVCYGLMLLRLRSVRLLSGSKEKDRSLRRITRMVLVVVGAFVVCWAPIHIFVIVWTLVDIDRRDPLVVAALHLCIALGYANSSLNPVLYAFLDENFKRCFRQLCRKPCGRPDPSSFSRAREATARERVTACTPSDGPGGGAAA
MOR-DOR inv ag = inverse agonists of MOR-DOR heterodimerization, primary screen, cell-based, luminescence. Mu-type opioid receptor (Homo sapiens) + Delta-type opioid receptor (Homo sapiens), …. cell-based MOR-DOR heterodimer luminescence, inverse agonism. inhibition, % at 9.3 µM. actives 0.21% (n = 340,000). AID 504357, 2011; in the data active = inhibition above about 22%, passing the limit was not always enough;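 note: 0% = cells with DMSO and 100% = wells without cells with DMSO; values of inactives mirror those of a sister screen read the other way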
SUMO Mot1 rescue = yeast Mot1-301 growth rescue at high temperature, primary screen, SUMOylation pathway inhibitor project, S. cerevisiae, ATP luminescence, 38.5C; S. cerevisiae Mot1-301 growth rescue; percent above DMSO median, 100 means doubled; growth rescue, % at 18.8 µM; actives 1% (n = 320,000);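 active = every valid replicate shows activation above 250% relative to neutral control wells; inactive = the rest, any valid replicate at or below 250%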;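 note: OY570 slx delta 5 strain wells were the positive control but not used for scaling; some compounds called inactive have numbers as strong as hits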
AddAB inh = growth inhibition of E. coli expressing H. pylori AddAB, primary screen, AddAB inhibitor project, absorbance | AID 435030, 2010 | actives 0.29% (n = 330,000) | inhibition, % at 11.9 µM; in the data active = inhibition above about 12%;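 note: 0% = vehicle wells of infected cells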
PKA-R1A act = activators of PKA-R1A holoenzyme, primary screen, biochemical, fluorescence polarization, Cy5-IP20, bovine R1A, mouse PKAc; actives 0.083% (n = 340,000); cAMP-dependent protein kinase type I-alpha regulatory subunit (Bos taurus) + …; PKA-R1A dissociation; scaled: DMSO 0%, 113 µM cGMP 100%; activation, % at 11.4 µM; AID 504707, 2011;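 active = percent activation above the mean of all tested compounds plus 3 SD, cut at about 19% in these data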;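 note: higher means more PKAc released from R1A so a rise in polarization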
Pemphigus Ab inh = inhibitors of pemphigus antibody binding to DSG3, primary screen, biochemical, bead-based, flow cytometry, scFv-GFP | binding (percent of control), % at 10 µM | AID 588358, 2011 | Desmoglein-3 (Homo sapiens), P32926 | DSG3-coupled beads, scFv-anti-DSG3-GFP binding; active compounds read low | actives 0.48% (n = 310,000);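 active = binding more than 3 SD below its plate's average and above zero; inconclusive = below that plate limit but binding exactly zero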;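 note: hits lower antibody fragment binding to DSG3; some compounds called inactive have numbers as strong as hits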
Tat export inh = E. coli Tat export inhibitors, primary screen, MC4100, TorA-mCherry reporter, fluorescence, single point; inhibition, % at 10 µM; actives 0.036% (n = 340,000); AID 488895, 2010;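 active = mean replicate inhibition at least 50% and at least half of replicates individually reaching 50%; inconclusive = only one of the two criteria met; inactive = neither criterion met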;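 note: exported cargo escapes ClpAP degradation while cytoplasmic cargo is degraded and loses fluorescence; 0% = median of neutral control wells and 100% = median of NaSCN control wells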
PfHsp90 set2 = growth inhibition of PfHsp90-expressing yeast, primary screen, antimalarial PfHsp90 inhibitor project, S. cerevisiae, BacTiter-Glo luminescence, single point, set 2; BacTiter-Glo ATP, 48 h; yeast lacking PDR1 and PDR3 efflux regulators; inhibition, % at 9.4 µM; actives 0.32% (n = 310,000); AID 504621, 2011;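 active = every replicate shows inhibition above about 80%, whatever the replicate mean, limit read from the data; inconclusive = mean inhibition reaches the set limit but some replicate falls short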;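 note: 0% = DMSO neutral controls and 100% = 20 µM radicicol positive controls; yeast relying on Plasmodium falciparum Hsp90 in place of its own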
E coli growth = E. coli V3065 growth inhibition, primary screen, counter-screen for AddAB inhibitor project, absorbance, OD600. 18 h. inhibition, % at 11.9 µM. actives 0.27% (n = 330,000);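 active = inhibition above the campaign's mean inhibition across all tested compounds plus 3 SD, cut at about 9.9% in these data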;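 note: uninfected addAB+ strain grown without phage in ampicillin broth; 0% = DMSO wells and 100% = ciprofloxacin 0.95 µg/ml wells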
* marks the source's active call; other numbers are inactive results; i = inactive; ? = inconclusive; . = no result given. This is a random part of the collection; any-hit rate near 2.8%.

SMILES | phage Ecoli inh | Arr AP2 block | OPRM1-OPRD1 ag | MOR-DOR inv ag | SUMO Mot1 rescue | AddAB inh | PKA-R1A act | Pemphigus Ab inh | Tat export inh | PfHsp90 set2 | E coli growth
COc1cccc(CSc2nc3sc(C)c(C)c3c(=O)n2Cc2ccco2)c1 | 1.6 | -1 | -0.7 | 3 | i | 1.3 | -2 | 101 | 0 | . | -1.9
O=C(Oc1cccc2ccccc12)c1cc(Cl)nc2ccccc12 | 1.2 | 4 | 2.8 | -21 | -14 | 3.5 | 1 | 106 | -4 | 5 | -1.2
CC(=O)Nc1nc(C)c(-c2csc(Nc3ccc(O)cc3)n2)s1 | . | 35 | 1.4 | -7 | 133 | 2.3 | -4 | 109 | -2 | . | -0.6
C=CCn1c(Cc2nc3ccc(Cl)cc3[nH]2)n[nH]c1=S | 1.4 | 24 | -1.9 | 11 | 4 | 1.0 | 4 | 98 | -6 | . | 0.9
Cc1ccc(C(=O)C2=C(O)C(=O)N(Cc3cccnc3)C2c2ccc(OC(C)C)cc2)o1 (stereo not drawn) | -0.7 | 33 | -5.7 | 19 | -18 | 0.5 | -4 | 109 | 4 | 7 | -3.7
COC(=O)c1ccc(S(=O)(=O)N2CCCN(Cc3cccc(Br)c3F)CC2)n1C | -0.8 | -1 | 0.0 | 0 | 13 | 1.1 | -11 | 111 | -6 | -4 | -0.7
O=S(=O)(NCC1NCCc2ccccc21)c1ccccc1 (stereo not drawn) | 1.1 | -11 | -3.8 | 19 | -8 | 2.9 | -3 | 97 | -7 | 13 | -1.7
Cc1nnc(SCC(=O)Nc2cc(S(=O)(=O)N3CCOCC3)ccc2N2CCCC2)s1 | 0.6 | -3 | -3.3 | 17 | . | . | -15 | 103 | 1 | -12 | .
COCCCN(C(=O)CCSc1ccc(F)cc1)c1c(N)n(Cc2ccccc2)c(=O)[nH]c1=O | 1.8 | 33 | 0.2 | -1 | 18 | -0.7 | -8 | 100 | 1 | 6 | 0.6
CN1CC(=O)N/C1=N\C(=O)Nc1ccc(O)cc1 | -1.0 | 8 | 0.3 | -1 | 11 | -0.6 | -2 | 103 | 3 | -9 | 2.9
CCOc1ccc(S(=O)(=O)Nc2cc(Cl)ccc2O)cc1 | 5.5 | 12 | 1.2 | -6 | 8 | 2.1 | -3 | 129 | ? | -5 | -0.6
N#CCC(=O)Nc1ccc(C(=O)NCC(c2ccco2)N2CCCCC2)cc1 (stereo not drawn) | -0.8 | 10 | -1.6 | 8 | -11 | 2.0 | -10 | 132 | -10 | 0 | 0.0
CC(C)(C)C(=O)N1CCN(c2ccc([N+](=O)[O-])cc2-n2cccc2)CC1 | 1.5 | 10 | 3.3 | -16 | 144 | -0.2 | 5 | 110 | 0 | 2 | 3.6
CSc1nc(-c2ccco2)nn1C(=O)Cc1ccccc1 | 0.5 | 14 | -0.5 | 3 | 2 | 0.4 | 0 | 94 | -3 | -59 | 1.4
Clc1cccc(CN2CCSCC2)c1Cl | -2.6 | 0 | 0.7 | -3 | 13 | . | 1 | 113 | -6 | 8 | .
Nc1ccc2nc(SCC(=O)N3CCN(c4ccccc4)CC3)sc2c1 | 1.9 | -8 | -1.1 | 6 | 219 | 2.1 | 2 | 106 | -5 | -51 | -2.3
O=C(NCc1ccc(-c2csnn2)cc1)c1cc(Cl)cc(Cl)c1 | 2.9 | 10 | 1.6 | -8 | 12 | 0.4 | -3 | . | 0 | 31 | 0.3
COc1ccccc1-c1cc(-c2ccccc2)nc(=O)[nH]1 | 2.0 | 11 | -3.8 | 17 | 2 | 0.0 | 8 | 103 | 7 | -3 | -1.2
COc1ccc(N(CC(=O)NCc2ccco2)S(=O)(=O)c2ccc(C)cc2)cc1 | . | 5 | -0.6 | 3 | 145 | 5.0 | -5 | 105 | 4 | -21 | 1.2
Nc1c(C(=O)CSc2ccccn2)c(=O)[nH]c(=O)n1C1CC1 | 5.3 | -9 | -2.6 | 10 | -5 | 0.9 | -3 | 94 | -12 | -8 | 1.1
C/C(=N\NC(=O)c1ccc(CSc2cccc3cccnc23)cc1)C1CCCCC1 | 4.8 | 6 | -2.1 | 13 | 6 | 1.6 | -5 | 100 | 7 | 16 | 1.8
CC(=O)NS(=O)(=O)c1ccc(N2C(=O)c3ccccc3C2=O)cc1 | 3.6 | 48 | -3.4 | 18 | 9 | 1.9 | -4 | 98 | -19 | -10 | -1.9
O=C(COc1ccc2cc(Br)ccc2c1)N1CCCC1 | 1.6 | 0 | -1.0 | 5 | -6 | 3.8 | 6 | 108 | 0 | -21 | 0.8
CCCCc1[nH]nc2c1C1(C(=O)N(CC)c3ccccc31)C(C#N)=C(N)O2 (stereo not drawn) | 1.1 | 26 | 1.2 | -7 | 73 | -1.1 | -3 | 104 | 2 | -18 | 2.7
CC(=O)Nc1ccc(N2CCCCC2)cc1 | 2.5 | 12 | 0.7 | -4 | 302 | -0.3 | -14 | 101 | 7 | 16 | -0.7
N/C(=N\OC(=O)C1CC1)c1ccc([N+](=O)[O-])s1 | 7.6 | -2 | 4.0 | -20 | -6 | 9.2 | -2 | . | -13 | -11 | 6.6
CCOc1ccccc1N(CC(=O)O)S(=O)(=O)c1ccc(C)cc1 | 0.8 | -4 | -1.4 | 8 | . | 1.3 | -5 | 90 | 0 | 16 | 0.2
CCn1nc(C(=O)NCC(c2cccs2)N2CCOCC2)c2ccccc2c1=O (stereo not drawn) | -0.7 | 43 | -1.8 | 10 | -3 | 0.9 | 7 | 103 | -4 | 6 | 0.0
Cc1cccc(C)c1OCC(=O)Nc1ccc2c(c1)C(=O)NC2=O | 1.0 | -12 | -1.4 | 7 | 5 | 2.9 | -14 | 102 | -10 | 3 | 1.6
CCOn1c(=O)c(-c2cccc3ccccc23)[n+]([O-])c2ccccc21 | 4.6 | -6 | -0.5 | 3 | 0 | 1.2 | 11 | 104 | 3 | -1 | -1.8
Cc1nn(C)c(Oc2ccccc2)c1CCNS(=O)(=O)c1ccc(Cl)cc1 | 0.0 | -2 | 0.7 | -4 | -11 | 3.5 | -9 | 105 | 8 | . | 1.5
O=C(/C=C/c1c(F)cccc1Cl)NCc1ccc2c(c1)OCO2 | 2.0 | -15 | -2.3 | 11 | 4 | -0.3 | -15 | 93 | -14 | 1 | 0.3
CNc1nc(Sc2cccc(C(F)(F)F)c2)cc(C(F)(F)F)n1 | 2.5 | -2 | 1.5 | -7 | 376 | 1.3 | -8 | 101 | 1 | -6 | 1.8
COc1cc2c3nnc(-c4ccc(F)cc4)c-3cn(Cc3cccc(C)c3)c2cc1OC | 3.5 | -51 | 6.2 | -37 | -40 | 1.7 | -9 | 150 | 1 | 12 | 2.5
CCOc1ccccc1N(CC(=O)NCc1ccncc1)S(=O)(=O)c1ccccc1 | 3.3 | 12 | -0.6 | 3 | 93 | 2.2 | 14 | 99 | -3 | -9 | 0.4
CCOC(=O)C(=O)N/N=C(/c1ccccc1)c1ccc(OC)cc1 | 0.8 | -9 | 0.2 | -1 | -29 | -0.4 | -10 | 102 | -4 | -7 | -0.7
C=CCn1c(SCC(=O)NCc2ccco2)nc2sc3c(c2c1=O)CCC3 | 0.8 | 10 | -2.7 | 15 | -18 | 1.1 | -4 | . | -6 | 5 | -4.6
Cc1nc2cccc(C(=O)NCc3ccccc3)c2o1 | 1.6 | 11 | -1.3 | 7 | -14 | 2.0 | 1 | 104 | -1 | -20 | -3.1
CCOc1ccc(OC(=O)C(CCS(C)(=O)=O)N2C(=O)c3ccccc3C2=O)cc1 (stereo not drawn) | 1.6 | 6 | -3.8 | 16 | -17 | 2.0 | 3 | 104 | -3 | -76 | 1.8
CCc1cc(Cn2nc(-c3ccccc3)cc2C(=O)NCc2cccs2)on1 | 1.3 | 2 | 0.7 | -4 | -27 | 4.7 | -4 | 103 | 0 | 9 | 0.2
Cc1cccc(N(C(=O)c2csnn2)C(C(=O)NC(C)(C)C)c2cccnc2)c1 (stereo not drawn) | -0.6 | 12 | 0.2 | -1 | 9 | -2.3 | -10 | 100 | -1 | 12 | -1.9
CCc1cccc(NC(=O)CCS(=O)(=O)c2cc3c(cc2C)NC(=O)CO3)c1 | 1.2 | 15 | -1.7 | 9 | 16 | 0.8 | 0 | 102 | -1 | -1 | -0.4
CC(NC(=O)c1ccc(N(C)C)c([N+](=O)[O-])c1)c1ccc(-n2ccnc2)cc1 (stereo not drawn) | 0.4 | 13 | -0.3 | 2 | 7 | 0.9 | 0 | 115 | 0 | -4 | -1.6
COc1ccc(NS(=O)(=O)c2cccc(C(=O)NN=Cc3ccc(OC)c(O)c3)c2)cc1 | 2.7 | 1 | -2.4 | 10 | 2 | -2.9 | -11 | 97 | -1 | -7 | -2.7
c1ccc2c(C3CCO3)cccc2c1 (stereo not drawn) | . | 5 | -0.1 | 0 | -2 | 1.3 | -8 | 100 | 7 | -3 | 1.6
CCOC(=O)c1sc(NC(=O)c2sccc2C)cc1C | 2.1 | 6 | 1.6 | -8 | -2 | 2.4 | -11 | . | 3 | 21 | 2.2
CC(C)=CCN1CCN(Cc2cccn2-c2nccs2)CC1CCO (stereo not drawn) | 2.2 | 9 | -2.3 | 12 | . | -0.7 | -3 | 105 | -4 | -8 | 0.9
COCC(C)NC(=S)NC(=O)c1cc(S(=O)(=O)N2CCOCC2)ccc1C (stereo not drawn) | 2.9 | 17 | 0.4 | -3 | 7 | 4.6 | 7 | 92 | -1 | -15 | -0.2
O=C(NCCN1CCOCC1)c1c(Cl)cccc1Cl | 5.4 | 1 | -0.9 | 5 | 5 | 2.1 | -1 | 118 | -5 | 8 | 4.6

Compound activity as filed in PubChem BioAssay.
